Pin1 inh: qHTS Assay to Find Inhibitors of Pin1. AID 504891, 2011. Potency, µM (top dose mostly 115 µM), for the others: top-dose activity, negative = inhibition, usual class: inhibitors. Peptidyl-prolyl cis-trans isomerase NIMA-interacting 1 (Homo sapiens), Q13526. actives 0.009% (n = 390,000). Pin1 FP peptide displacement, HiFluor488, 10 min; active = well fitted inhibition curve with a large enough effect in the polarisation, with a control signal flat, not every such curve was filed as active; inconclusive = small, poorly fitted or top-dose-only effect, or effect the other way, or a change in a side signal; inactive = no such curve, though single readings can be large or run the other way; the % refers to the polarisation; note: potency is the fitted concentration of half-maximal effect; % is set by controls: 0 for no effect and ±100 for the full control effect
TrxR1 inh: qHTS Assay for Inhibitors of Mammalian Selenoprotein Thioredoxin Reductase 1 (TrxR1): qHTS. Thioredoxin reductase 1, cytoplasmic (Rattus norvegicus), O89049. recombinant rTrxR1, NADPH fluorescence consumption, selenite substrate. Potency, µM (top dose mostly 114 µM), without a hit: top-dose activity change, negative = inhibition, usual class: inhibitors. actives 1% (n = 390,000). AID 588453, 2011; note: potency is the fitted concentration of half-maximal effect; % is set by controls: 0 for no effect and ±100 for the full control effect; nearly all actives have a fitted effect of over 65% in size
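Rat TrxR1 (90 nM in the dispensed reagent) was pre-reduced with 400 uM NADPH for 5 min at room temperature, then incubated with compound for 15 min. After 400 uM selenite was added, NADPH fluorescence (Ex 340/Em 450 nm) was followed for 8 min.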
HP1b chromo inh: HTS for Inhibitors of HP1-beta Chromodomain Interactions with Methylated Histone Tails | AlphaScreen HP1-beta / biotin-H3K9me3 peptide binding | actives 0.56% (n = 390,000) | AID 540317, 2011 | Chromobox protein homolog 1 (Homo sapiens), P83916 | Potency, µM (doses to about 114 µM), for inactives: at the top dose activity change, negative = inhibition, usual class: inhibitors; note: potency is the fitted concentration of half-maximal effect; nearly all actives have a fitted effect of over 70% in size; inactives centre near 23
Target sequence (P83916 whole entry, looked up): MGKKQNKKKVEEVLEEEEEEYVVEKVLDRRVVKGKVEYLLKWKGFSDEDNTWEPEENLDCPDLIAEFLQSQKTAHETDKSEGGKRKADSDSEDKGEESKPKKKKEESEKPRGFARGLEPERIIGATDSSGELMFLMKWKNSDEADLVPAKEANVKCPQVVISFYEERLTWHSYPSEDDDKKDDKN
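HP1-beta protein (50 nM final) preincubated 30 min at room temperature with biotinylated H3(1-18)K9me3 peptide (50 nM) in PBS pH 7.4, 0.01% Tween-20, then compound added for 30 min. AlphaScreen streptavidin donor/nickel chelate acceptor beads (10 ug/mL final), 30 min dark, luminescence read.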
PI4K2A block: qHTS for small molecular inhibitors of PI4K2A. Phosphatidylinositol 4-kinase type 2-alpha (Homo sapiens), Q9BTU6. purified PI4K2A, ADP-Glo luminescence, 1 h; active compounds read low. activity change, negative = inhibition, % at 76.9 µM. actives 0.13% (n = 420,000). AID 1346378, 2018; in the data active = activity change below about -50%; inconclusive = mostly about -30% to -49%;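 note: -100% = wells without enzyme as full effect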
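In this quantitative HTS, ADP production by PI4K2A was quantified luminescently after 1 h at ambient temperature; 100 microM adenosine served as plate-quality control.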
IDH1 R132H inh: qHTS for Inhibitors of mutant isocitrate dehydrogenase 1 (IDH1): qHTS; Isocitrate dehydrogenase [NADP] cytoplasmic (Homo sapiens), O75874; IDH1-R132H enzyme, NADPH consumption, diaphorase/resazurin fluorescence; Potency, µM (series often up to 76.6 µM), inactives show at the top dose activity change, negative = inhibition, usual class: inhibitors; actives 0.093% (n = 390,000); AID 602179, 2012; note: potency is the fitted concentration of half-maximal effect; % is set by controls: 0 for no effect and ±100 for the full control effect; nearly all actives have a fitted effect of over 65% in size
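IDH1-R132H (0.5 ug/mL dispensed) in pH 7.5 Tris buffer was preincubated 30 min with compound, then given a substrate mix of 0.016 mM NADPH and 2 mM alpha-KG for 80 min at room temperature; remaining NADPH was read by diaphorase/resazurin fluorescence.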
PGK inhibitor: qHTS Assay to Find Inhibitors of Phosphoglycerate Kinase. Phosphoglycerate kinase, glycosomal (Trypanosoma brucei brucei), P07378. PGK/GAPDH coupled, Kinase-Glo luminescence, 60 min. Potency, µM (top dose mostly 57.5 µM), without a hit: at the top dose activity change, negative = inhibition, actives largely listed as inhibitors. actives 0.043% (n = 380,000). AID 602233, 2012; note: potency is the fitted concentration of half-maximal effect; % is set by controls: 0 for no effect and ±100 for the full control effect; nearly all actives have a fitted effect of over 60% in size
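Recombinant glycosomal PGK reaction used 1,3-bisphosphoglycerate generated in-well by GAPDH (100nM final) in 100mM TEA pH 7.6, 5mM MgCl2, 0.01% Tween-20. After 60 minutes at room temperature, ATP was read by Kinase-Glo Plus luminescence end-point.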
GLS inhibitor: qHTS for Inhibitors of Glutaminase (GLS); Glutaminase kidney isoform, mitochondrial (Homo sapiens), O94925; GLS enzymatic activity, qHTS titration; Potency, µM (highest dose often 45.5 µM), without a hit: top-dose activity change, negative = inhibition, actives largely listed as inhibitors; actives 0.21% (n = 410,000); AID 624170, 2012; note: potency is the fitted concentration of half-maximal effect; % is set by controls: 0 for no effect and ±100 for the full control effect
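Coupled fluorescence readout: glutamate oxidase/HRP/Amplex Red detect glutamate formed by hKGA from L-glutamine (1 mM solution added). Buffer 45 mM KH2PO4 pH 8.2, 0.02% Tween-20; reads at t0 and 30 min RT.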
USP1 inh: Inhibitors of USP1/UAF1: Primary Screen; Ubiquitin carboxyl-terminal hydrolase 1 (Homo sapiens), O94782; recombinant USP1/UAF1, Ub-Rhodamine cleavage fluorescence; Potency, µM (highest dose often 57.1 µM), without a hit: at the highest dose activity change, negative = inhibition, most hits filed as inhibitors; actives 0.23% (n = 390,000); AID 743255, 2014; note: potency is the fitted concentration of half-maximal effect; % is set by controls: 0 for no effect and ±100 for the full control effect; nearly all actives have a fitted effect of over 60% in size; inactives centre near -12
Target sequence (O94782 whole entry, looked up): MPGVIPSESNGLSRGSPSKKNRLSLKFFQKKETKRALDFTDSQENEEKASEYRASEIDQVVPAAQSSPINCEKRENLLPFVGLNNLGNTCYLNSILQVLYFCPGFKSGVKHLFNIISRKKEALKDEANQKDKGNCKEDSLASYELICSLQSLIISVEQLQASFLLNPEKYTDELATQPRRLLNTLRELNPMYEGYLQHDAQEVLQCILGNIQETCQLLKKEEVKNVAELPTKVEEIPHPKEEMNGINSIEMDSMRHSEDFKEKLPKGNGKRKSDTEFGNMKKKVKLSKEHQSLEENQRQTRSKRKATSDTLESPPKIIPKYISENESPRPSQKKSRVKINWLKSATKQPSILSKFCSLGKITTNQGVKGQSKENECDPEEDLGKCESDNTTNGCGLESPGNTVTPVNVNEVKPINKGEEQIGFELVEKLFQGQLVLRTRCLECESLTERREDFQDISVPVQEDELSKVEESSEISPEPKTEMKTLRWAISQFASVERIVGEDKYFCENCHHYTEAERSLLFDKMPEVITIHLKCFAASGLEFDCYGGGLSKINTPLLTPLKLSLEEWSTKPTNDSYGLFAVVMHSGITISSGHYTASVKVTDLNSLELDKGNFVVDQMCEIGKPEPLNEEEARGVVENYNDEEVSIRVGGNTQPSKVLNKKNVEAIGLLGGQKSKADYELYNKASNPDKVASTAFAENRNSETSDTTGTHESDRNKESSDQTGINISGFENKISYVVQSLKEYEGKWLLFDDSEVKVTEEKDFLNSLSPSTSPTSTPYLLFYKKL
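USP1/UAF1 complex at 1 nM was preincubated with compound for 15 min at room temperature, then Ub-Rho substrate (150nM final) was added. Fluorescence (480/540 nm) was read kinetically, 6 reads every 60 seconds.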
TrxR1 substrate: qHTS Assay for Substrates of Mammalian Selenoprotein Thioredoxin Reductase 1 (TrxR1): qHTS | purified TrxR1 substrate turnover, NADPH consumption readout | Potency, µM (highest dose often 114 µM), without a hit: at the highest dose activity change, negative = substrate turnover | actives 0.01% (n = 390,000) | AID 588456, 2011; note: potency is the fitted concentration of half-maximal effect; % is set by controls: 0 for no effect and ±100 for the full control effect; nearly all actives have a fitted effect of over 50% in size
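Rat TrxR1, dispensed at 90 nM, was prereduced with 400 uM NADPH (final) for 5 min at ~22 deg C, then incubated with compound 15 min before 400 uM selenite. A first-read NADPH fluorescence drop versus no-compound background flagged substrates.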
Active calls of the source: *; i = inactive; ? = inconclusive; & = joins results of further samples; [ ] = remark or other dose. Unless noted, calls come from the whole dose curve; as a rule, active = well fitted curve in the direction sought with a large enough effect; inconclusive = small, poorly fitted or top-dose-only effect, or another doubt; inactive = no such curve, though single readings can be large; an effect the other way counts as inactive or inconclusive. An excerpt, so the mix of outcomes need not match the whole.

SMILES	Pin1 inh	TrxR1 inh	HP1b chromo inh	PI4K2A block	IDH1 R132H inh	PGK inhibitor	GLS inhibitor	USP1 inh	TrxR1 substrate
CCCCCCCNC(=O)C1(CC2CC(c3cccc(Br)c3)=NO2)CCN(C(=O)c2ccccc2)CC1 (centres undefined)	1%	17%	26%	0	-7%	i	-2%	-28%	-1%
N#C/C(=C\c1cccnc1)C(=O)Nc1cccc(Cl)c1	11%	21%[57.1 µM]	24%	-4	7%	-6%	-13%	-16%	25%[57.1 µM]
O=C(c1cc(S(=O)(=O)N2CCOCC2)ccc1Cl)N1CCN(c2ccccn2)CC1	0%	12%	39%[activator]	-4	0%	-8%	-10%	-17%	7%
CN1C(C(=O)NCc2ccccc2)CC2Cn3c(nc4cc5ccccc5cc43)C21 (centres undefined)	6%	16%	21%	-2	-1%[38.3 µM]	-7%	5%	-3%	3%
O=C(NCc1cccnc1)Nc1ccccc1C(F)(F)F	-8%	11%	35%	0	11%	i	-3%	-19%	0%
S=C(Nc1ccc(Cl)cc1)Nc1ccc2c(c1)OCCO2	-3%	-28%	9%	0	-6%	7%	10%	-13%	-3%
CCCN(CCC)C(=O)CC(c1ccc(F)cc1)c1ccco1 (centres undefined)	-3%	35µM*	39%[activator]	0	11%	-9%	7%	-19%	0%
CN1CCN(C(=S)NC(=O)c2cccc(S(=O)(=O)N(C)C)c2)CC1	2%	-8%	-9%	-1	0%	-7%	-1%	-24%	-2%
Cc1nc(NC(=O)CN2CC(C)OC(C)C2)sc1C(=O)N(C)C (centres undefined)	-4%	7%	12%	0	-1%	-9%	8%	0%	-5%
Cc1ccc(C(=O)Cc2nnc(C)s2)cc1	0%	-14%[57.1 µM]	25%	9	-2%	-7%	-18%	-19%	2%[57.1 µM]
COc1nc(-c2ccc(C)cc2)ccc1-c1noc(-c2cccnc2)n1	4%&2%	59%[activator][57.1 µM]	22%	3	9%	-8%	-2%	-11%	39%[activator][57.1 µM]
CC(/C=N/NC(=O)Cc1cccn1C)=C\c1ccco1	-3%	?	-2%	?	-4%	-5%	1%	-11%	-1%
CCCCCOc1ccccc1C(=O)NCCCCCC(=O)O	-3%	-2%	25%	2	3%	9%	-9%	-2%	-4%
CC(CNC(=O)CN(C)CC(=O)Nc1ccccc1Br)c1ccccc1 (centres undefined)	-4%	0%	32%	1	3%	4%	2%	-5%	-2%
CSc1cc(-c2ccc(Cl)cc2)c(C(=O)NN)s1	2%	-6%[57.1 µM]	25%	0	1%	-6%	22%	-7%	4%[57.1 µM]
COCCSc1nnc(NC(=O)Cc2ccccc2OC)s1	-1%	-3%[57.1 µM]	15%	0	-2%	5%	5%	-4%	0%[57.1 µM]
Cc1c(C(=O)C(=O)N2c3ccc(F)cc3CCC2C)c2ccccc2n1C (centres undefined)	-4%	-17%	13%	-6	0%	-4%	-19%	-9%	-22%
Cc1ccc(-n2ncc(C(=O)N3CCN(Cc4ccccc4)CC3)c2C2CCN(C(=O)OC(C)(C)C)CC2)cc1	-6%	-10%	-16%	-1	17%	-10%	-7%	?	-6%
COc1cccc(Oc2coc3c(CN4CCOCC4)c(O)ccc3c2=O)c1	-5%	-22%	18%	-4	0%	0%	22%	5%	244%[activator]
COc1cc(NC(=O)c2sc3ncn(CC(=O)N4CCCC(C)C4)c(=O)c3c2C)cc(OC)c1OC (centres undefined)	-1%	-19%	26%	-3	0%	-7%	1%	-10%	-7%
O=c1[nH]c(=O)c2[nH]c(=S)n(-c3ccccc3)c2[nH]1	-14%	-11%	-7%	-9	1%	-8%	8%	-16%	5%
CCC(C)C(NC(=O)OC(C)(C)C)C(=O)NC(C(=O)NC(C)C(N)=O)C(C)C (centres undefined)	-4%	15%	45%[activator]	4	17%	-1%	-10%	-23%	3%
CCOC(=O)N1CCC(n2c(SCC(=O)NCc3ccco3)nc3ccsc3c2=O)CC1	-3%	-24%	21%	1	12%	-4%	11%	-9%	2%
CN1CCN(S(=O)(=O)c2cccc(C(=O)NC3(C)CCS(=O)(=O)C3)c2)CC1 (centres undefined)	-9%	3%	15%	-2	3%	-7%	5%	-5%	-2%
O=C1NCCC12C(=O)Nc1ccccc12 (centres undefined)	-3%	1%	22%	0	-5%	0%	-6%	-2%	1%
Cc1ccc(-n2nnnc2SCc2nnc(-c3ccccc3Br)o2)cc1	16%	-9%	32%	-3	2%	-11%	1%	0%	5%
Cc1ccc(S(=O)(=O)N(C)C)cc1NC(=O)COc1ccc(-c2nnco2)cc1	-6%	11%	-2%	1	-3%	i	1%	-18%	3%
CCc1ccc(NC(=O)NC2CCCCCCC2)cc1	0%	10%	40%[activator]	-4	0%	i	-4%	-30%	3%
Cc1ccc(OCCc2csc(N)n2)cc1	4%	6%	19%	-14	-9%	4%	24%	-14%	-2%
Cc1ccc(OCCCCn2c(-c3ccc(Cl)cc3)nc3ccccc3c2=O)cc1	0%	14%	64%[activator]	3	-21%	-4%	-11%	-6%	-1%
CCC(C(=O)NCc1cccnc1)n1nc(C)c2sc3ccccc3c2c1=O (centres undefined)	0%	-3%	5%	12	-1%	-5%	27%	-22%	6%
Cc1cccc(NC(=O)c2onc3c2CCCC3)c1C	-1%	2%	65%[activator]	0	1%	0%	15%	-12%	-4%
COc1ccc(C(=O)Nc2cc(C(F)(F)F)ccc2Cl)cc1OC	-5%	18%[57.1 µM]	12%	0	7%	-8%	-2%	-6%	-8%
CCC(=O)Nc1ccc(C(=O)NNC(=O)c2cccs2)cc1	-1%	13%	19%	0	12%	-6%	2%	-16%	8%
CCOc1ccc(NC(=O)CN(C)C(=O)c2ccccc2-n2cnnn2)cc1OCC	-3%	-8%	-3%	-2	3%	2%	7%	-5%	-9%
CCCN(CCC)CCNC(=O)C1(O)c2ccccc2NC(=O)N1c1cccc(OC)c1 (centres undefined)	8%	7%	38%[activator]	7	8%	-1%	-4%	-1%	0%
COc1ccc(C(c2c(O)ccc3ccccc23)N2CCOCC2)c(OC)c1 (centres undefined)	16%	?	-4%	-3	1%	-3%	-5%	-19%	5%
CCOc1ccc(/C(O)=C2\C(=O)C(=O)N(CCOCCO)C2c2ccccc2OC)cc1 (centres undefined)	3%	12%	-11%	1	0%	2%	5%	-15%	0%
Cc1cc(C)n(-c2ncnc3sc(C)c(C)c23)n1	0%	-11%[57.1 µM]	29%	-2	-1%	11%	13%	4%	18%[57.1 µM]
O=C(/C(=N/O)c1ccccc1)c1ccccc1	-4%	-7%	9%	2	-5%	0%	17%	-11%	-6%
CC1CCCN(S(=O)(=O)c2ccc(Br)s2)C1 (centres undefined)	15%	-23%	129%[activator]	8	1%	i	-13%	-12%	-8%
COc1ccc(N2CCN(C(=S)Nc3cccc(C)c3C)CC2)cc1	0%	29%	6%	2	5%	-6%	-23%	4%	12%
O=C(Nc1ccc2c(c1)C(=O)OC2)c1ccccc1Cl	-3%	16%	14%	2	0%	1%	4%	?	4%
COc1cccc(/C=C2/SC(=O)N(C)C2=O)c1OCc1ccc(C(=O)O)cc1	6%	-1%	34%	-5	-2%	2%	-10%	-12%	-7%
Cn1cnnc1SCC(=O)Nc1ccc(Cl)cc1	-6%	22%	40%[activator]	0	-4%	-10%	-5%	-23%	3%
Cn1c(Cc2ccccc2)nnc1SCC(=O)Nc1ccc2c(c1)OCO2	4%	-9%	36%	3	3%	4%	2%	-18%	-4%
O=C(CCS(=O)(=O)c1cc(Br)cc2c1N(C(=O)C1CC1)CC2)NCc1ccc(Cl)cc1	9%	-7%	21%	2	-22%	-7%	0%	-8%	-6%
CCN1CCN(Cc2ccc(NC(=O)c3cc(NC(=O)c4cncc(-c5cccs5)c4)cc(OC)c3)cc2C(F)(F)F)CC1	24%	19%	?	-3&1	-3%&-10%	3%&1%	10%&-1%	-9%&-23%	8%

By substructure: the compounds so far containing a COOH group.
SMILES	Pin1 inh	TrxR1 inh	HP1b chromo inh	PI4K2A block	IDH1 R132H inh	PGK inhibitor	GLS inhibitor	USP1 inh	TrxR1 substrate
CCCCCOc1ccccc1C(=O)NCCCCCC(=O)O	-3%	-2%	25%	2	3%	9%	-9%	-2%	-4%
COc1cccc(/C=C2/SC(=O)N(C)C2=O)c1OCc1ccc(C(=O)O)cc1	6%	-1%	34%	-5	-2%	2%	-10%	-12%	-7%

Source: PubChem BioAssay (National Center for Advancing Translational Sciences (NCATS))
